Screening data as filed in PubChem.
TMEM16A act: TMEM16A chloride channel activators or potentiators, primary screen, cell-based, HTS | B-score at 10 µM | HEK293 TMEM16A/YFP-H148Q/I152L, iodide quench fluorescence; hits give low values | Anoctamin-1 (Mus musculus), Q8BHY3 | AID 623877, 2012 | actives 0.3% (n = 340,000);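 active = fluorescence-ratio B-score plate-corrected deviation score at least 3 library SD below zero, with starting fluorescence score within 5 deviations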;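 also: channel opened by trigger with iodide after compound preincubation; score built on the fluorescence ratio of max minus min over baseline; more negative score means more quench and so TMEM16A activation or potentiation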
TRPC4 agonist: activators of mouse TRPC4 channel, primary screen, Fluo4 calcium, HEK293 TRPC4beta/mu-opioid cells; Short transient receptor potential channel 4 (Mus musculus), Q9QUQ5; Fluo4 calcium fluorescence; hits give high values; B-score at 10 µM; actives 0.49% (n = 310,000); AID 2237, 2010;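 active = B-score above 5 SD of library B-scores, and initial fluorescence ratio not above library mean plus 5 SD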;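 also: positive B-score marks a calcium rise read as TRPC4 activation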
Target sequence (Q9QUQ5 whole entry, looked up): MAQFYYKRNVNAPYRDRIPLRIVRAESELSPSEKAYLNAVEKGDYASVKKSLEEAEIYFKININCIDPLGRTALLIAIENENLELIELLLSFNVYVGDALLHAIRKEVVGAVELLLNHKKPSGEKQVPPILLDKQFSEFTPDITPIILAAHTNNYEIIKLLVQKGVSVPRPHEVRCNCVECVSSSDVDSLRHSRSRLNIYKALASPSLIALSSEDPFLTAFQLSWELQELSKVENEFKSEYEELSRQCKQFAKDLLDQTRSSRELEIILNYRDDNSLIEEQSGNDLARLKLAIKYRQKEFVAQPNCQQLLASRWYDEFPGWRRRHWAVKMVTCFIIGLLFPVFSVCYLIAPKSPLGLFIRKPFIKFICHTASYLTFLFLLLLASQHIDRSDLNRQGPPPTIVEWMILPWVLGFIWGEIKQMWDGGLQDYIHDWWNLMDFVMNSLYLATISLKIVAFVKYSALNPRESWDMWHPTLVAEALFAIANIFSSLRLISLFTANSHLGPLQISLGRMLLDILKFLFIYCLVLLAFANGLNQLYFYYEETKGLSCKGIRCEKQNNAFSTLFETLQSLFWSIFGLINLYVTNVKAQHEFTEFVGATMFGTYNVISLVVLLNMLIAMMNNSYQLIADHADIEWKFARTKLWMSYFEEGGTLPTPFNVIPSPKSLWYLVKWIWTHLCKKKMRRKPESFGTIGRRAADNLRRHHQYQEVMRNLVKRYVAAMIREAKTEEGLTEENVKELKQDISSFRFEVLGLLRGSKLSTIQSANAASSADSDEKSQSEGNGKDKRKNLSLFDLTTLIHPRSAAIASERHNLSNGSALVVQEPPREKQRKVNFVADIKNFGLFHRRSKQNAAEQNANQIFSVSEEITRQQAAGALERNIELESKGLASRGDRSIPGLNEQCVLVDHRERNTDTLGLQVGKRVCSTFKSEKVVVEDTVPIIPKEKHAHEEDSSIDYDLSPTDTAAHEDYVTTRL
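Technique: kinetic Fluo4 calcium fluorescence; Test system: TRPC4beta and mu-opioid receptor HEK293 stable cells; Measure: B-scored integrated calcium fluorescence ratio; Benchmarks: low control buffer alone, high control maximal DAMGO; Schedule: 45 min room-temperature Fluo4 loading, 110 s read.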
RGS4 inh: RGS4 inhibitors, primary screen, cell-based, HEK293 M3R inducible RGS4, calcium flux; actives 0.45% (n = 310,000); B-score at 10 µM; Regulator of G-protein signaling 4 (Homo sapiens), P49798; AID 463165, 2010; Fluo-4 calcium flux; hits give high values; triggered by carbachol at its EC20;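 active = B-score, a plate-corrected calcium signal, over three deviations above library mean, with baseline fluorescence within five deviations of library mean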;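 also: RGS4 expression induced by doxycycline in cells with stable M3 receptor; B-score is computed from the integrated fluorescence ratio over baseline after carbachol; higher B-score means a larger calcium signal and so more RGS4 inhibition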
TRPC6 act: mouse TRPC6 channel activators, primary screen, cell-based, HEK293, membrane potential dye; Short transient receptor potential channel 6 (Mus musculus), Q61143; HEK293-TRPC6 membrane potential dye fluorescence; hits give high values; B-score at 10 µM; actives 0.13% (n = 310,000);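 active = B-score of the integrated fluorescence ratio above library mean plus 3 SD, and starting fluorescence ratio within library mean plus 5 SD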;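 also: higher score means more depolarization so channel activation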
ANO1 block: TMEM16A chloride channel inhibitors, primary screen, cell-based, HTS; AID 588511, 2011; normalized B-score (activity score, 25-100; higher = stronger inhibition) at 10 µM; HEK293 TMEM16A/YFP iodide influx fluorescence, ionomycin; actives 1.2% (n = 310,000);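 active = ratio plate-corrected score three or more library SD toward inhibition, starting fluorescence score within five deviations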;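 also: score derived from kinetic fluorescence span divided by baseline fluorescence per well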
MrgX1 PAM: positive allosteric modulators of MrgX1, primary screen, HEK293 cells, Fluo-4 calcium flux. actives 0.63% (n = 310,000). FDSS; hits give high values. B-score at 10 µM;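 active = plate-corrected calcium response at least 3 library SD above typical, normal starting fluorescence, not activating the receptor alone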;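 also: compound read alongside a low EC10 to EC30 dose of BAM8-22 agonist; peak minus trough fluorescence over baseline measured at the second addition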
TRPC4 potent: positive allosteric modulators of TRPC4, primary screen, cell-based, mouse TRPC4beta, HEK293 mu-opioid, Fluo-4 calcium | Short transient receptor potential channel 4 (Mus musculus), Q9QUQ5 | DAMGO EC20, Fluo-4 Ca2+ flux; hits give high values | B-score at 10 µM | actives 0.42% (n = 310,000) | AID 2227, 2009;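 active = B-score of calcium response area above 5 SD of library B-scores, with initial fluorescence ratio within 5 SD of library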;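 also: B-score of integrated fluorescence ratio over time as area under calcium response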
MrgX1 antag: antagonists of human MrgX1 receptor, primary screen, HEK293 cells, Fluo-4 calcium flux; Mas-related G-protein coupled receptor member X1 (Homo sapiens), Q96LB2; BAM8-22 antagonism; hits give low values; actives 1.3% (n = 310,000); B-score at 10 µM;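 active = calcium-response B-score plate-corrected more than 3 library SD below zero, starting fluorescence within 5 deviations, no agonist response on first addition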;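 also: peak minus trough fluorescence over baseline after final BAM8-22 challenge near maximal dose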
TRPC4 inh: inhibitors of mouse TRPC4 channel, primary screen, Fluo4 calcium, HEK293 TRPC4beta/mu-opioid cells; Short transient receptor potential channel 4 (Mus musculus), Q9QUQ5; DAMGO-evoked Fluo4 calcium flux; hits give low values; B-score at 10 µM; actives 0.39% (n = 300,000);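 active = B-score over 3 SD under the library average, no early fluorescence shift, positive overall ratio signal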
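Test system – stable TRPC4beta/mu-opioid receptor HEK293 cells · Probe or stimulus – DAMGO, a submaximal dose followed by a maximal one · Dosing – one concentration per compound · Signal – Fluo4 calcium fluorescence by kinetic imaging, 5 s 1 Hz baseline · Evaluation – per-well B score of integrated baseline-normalized Fluo4 ratio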
MrgX1 ag: agonists of human MrgX1 receptor, primary screen, HEK293 cells, Fluo-4 calcium flux. B-score at 10 µM. Fluo-4 calcium fluorescence, agonist mode; hits give high values. AID 588627, 2011. Mas-related G-protein coupled receptor member X1 (Homo sapiens), Q96LB2. actives 0.44% (n = 310,000);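 active = calcium response B-score plate-corrected fluorescence ratio at least 3 library SD, with starting fluorescence B-score inside 5 SD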
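Material – MrgX1-expressing HEK293 cells · Input – 15,000 cells seeded per well · Dosing – compound as first of three additions · Times – overnight seeding, then 1 h dark dye loading · Measured by – kinetic Fluo-4 NW fluorescence of intracellular calcium · Read-out – B-scored fluorescence response ratio · Benchmarks – positive and negative control wells on each plate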
TRPC6 inh: mouse TRPC6 channel inhibitors, primary screen, cell-based, HEK293, membrane potential dye. ACh-evoked depolarization; hits give low values. B-score at 10 µM. actives 1.1% (n = 310,000). AID 2553, 2010;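 active = B-score under library mean minus 3 SD, initial fluorescence not abnormally high, positive integrated signal ratio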;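 also: B-score derived from integrated fluorescence ratio over the kinetic read; more negative B-score means stronger inhibition of depolarization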
Active calls of the source: *; i = inactive; nt = not tested or not shown.

Values run as follows: TMEM16A act	TRPC4 agonist	RGS4 inh	TRPC6 act	ANO1 block	MrgX1 PAM	TRPC4 potent	MrgX1 antag	TRPC4 inh	MrgX1 ag	TRPC6 inh
1) CCOC(=O)C1=C(C)NC(=O)NC1
→ i	i	i	i	i	i	i	i	i	i	i
2) COc1ccc(/C=C(/CC(=O)NCc2ccc(Cl)cc2)c2nc3ccccc3s2)cc1
→ i	i	i	i	i	i	i	i	i	i	i
3) CCc1ccc(NC(=O)CC2C(=O)N(c3ccc(C)cc3)C(=O)N2C2CC2)cc1 (stereo not given)
→ i	i	i	i	i	i	i	i	i	i	i
4) O=C(CNC(=O)C1(c2ccccc2)CC1)Nc1ccc(F)c(F)c1
→ i	i	i	i	i	i	i	i	i	i	i
5) CCn1nc(NC(C)=O)c2cc3ccc(C)cc3nc21
→ i	i	i	i	i	i	i	i	i	i	i
6) Clc1nc(-c2n[nH]nc2Cl)n[nH]1
→ i	i	i	i	i	i	i	i	i	i	i
7) Cc1c(-n2c(SCC(C)C)nc3ccccc3c2=O)c(=O)n(-c2ccccc2)n1C
→ i	i	i	i	i	i	i	i	i	i	i
8) Cc1ccc(C)c(C(=O)CN2C(=O)CCC2=O)c1
→ i	i	i	i	i	i	i	i	i	i	i
9) CCOc1ccc(/C=C/C(=O)Nc2ccc(C(N)=O)cc2)cc1OC
→ i	i	i	i	i	i	i	i	i	i	i
10) CCc1nnc(SCc2cn3c(C)cc(C)nc3n2)n1N
→ i	i	i	i	i	i	i	i	i	i	i
11) COc1cc(/C=C2/NC(=O)N(Cc3ccccc3F)C2=O)cc(OC)c1OC
→ i	i	i	i	i	i	i	i	i	i	i
12) CC1(C)CC(=O)C2=C(C1)Nc1ccccc1NC2c1cc(Cl)ccc1O (stereo not given)
→ i	i	i	i	i	i	i	i	i	i	i
13) CC(NC(=O)C1CCC(CNS(=O)(=O)c2ccccc2)CC1)c1ccccc1 (stereo not given)
→ i	i	i	i	i	i	i	i	i	i	i
14) COc1ccc(S(=O)(=O)CCC(=O)NC2CCCCC2)cc1
→ i	i	i	i	i	i	i	i	i	i	-8.13*
15) Cc1ccc2cc(CN(CC3CCCO3)C(=O)C(C)C)c(=O)[nH]c2c1 (stereo not given)
→ i	i	i	i	i	i	i	i	i	i	i
16) CCC(C)(C(=O)NC1CCCC1)N(C(C)=O)c1ccc(C)cc1 (stereo not given)
→ i	i	i	i	i	i	i	i	i	i	i
17) Cc1cc2oc(=O)cc(CN3CCCCC3)c2cc1O
→ i	i	i	i	i	i	i	i	i	i	i
18) CCOc1ccc(Br)cc1S(=O)(=O)Nc1ccc(C(=O)OCC(=O)N(C)c2ccccc2)cc1
→ i	i	i	i	i	i	i	i	i	i	i
19) CCOC(=O)Cn1c(C)[n+](CC(=O)c2ccccc2)c2ccccc21
→ i	i	i	i	i	i	i	i	i	i	i
20) COC(=O)c1cccc(NC(=O)CCNC(=O)c2ccco2)c1
→ i	i	i	i	i	i	i	i	i	i	i
21) Cc1cccc(N2C(=O)/C(=C/c3cccnc3)SC2=S)c1
→ i	i	4.89*	i	i	i	i	i	i	i	i
22) O=C1NC2c3ccccc3CC2O1 (stereo not given)
→ i	i	i	i	i	i	i	i	i	i	i
23) COC(=O)c1ccc(=O)c2nc3/c(=C/O)c(O)cc(=O)c3[nH]c12
→ i	nt	nt	nt	i	i	nt	i	nt	i	nt
24) Cc1cccn2c(=O)nc(SCC(=O)N3CCCCC3)nc12
→ i	i	i	i	i	i	i	i	i	i	i
25) CC(C)Cc1ccc(CN2CCCC(NC(=O)CCN3CCOCC3)C2)cc1 (stereo not given)
→ i	i	i	i	i	i	i	i	i	i	i
26) CC(O)CN1C(=O)C(CC(=O)Nc2ccc(Cl)cc2)SC1=Nc1ccccc1 (stereo not given)
→ i	i	i	i	i	i	i	i	i	i	i
27) COc1ccccc1C(=O)Nc1ccc(S(=O)(=O)Nc2cc(C)on2)cc1
→ i	i	i	i	i	i	i	i	i	i	i
28) COCC(=O)Nc1ccccc1C(=O)NC(C)C
→ i	i	i	i	i	i	i	i	i	i	i
29) c1ccc2[nH]c(CN3CCCCCC3)nc2c1
→ i	i	i	i	i	i	i	i	i	i	i
30) COC(=O)c1sc(SC)c(S(=O)(=O)C(C)C)c1N/N=C(\C#N)C(=O)c1ccccc1
→ i	i	i	i	i	i	i	i	i	i	i
31) COC(=O)n1ccc(C(=O)Nc2ccccc2F)n1
→ i	i	i	i	i	i	i	i	i	i	i
32) Cc1ccc(C(=O)CSc2nnnn2-c2ccccc2)o1
→ i	i	i	i	i	i	i	i	i	i	i
33) Cc1ccc(C(=O)NC2CCCCCC2)cc1N1CCCC1=O
→ i	i	i	i	i	i	i	i	i	i	i
34) CCCN(CCC)C(=O)/C=C/c1cccc([N+](=O)[O-])c1
→ i	i	i	i	i	i	i	i	i	i	i
35) C/C=C/c1ccc(OCCOc2ccc(C=O)cc2OC)c(OC)c1
→ i	i	i	i	i	i	i	i	i	i	i
36) O=C(NCc1ccc(F)cc1)C1CCN(S(=O)(=O)N2CCOCC2)CC1
→ i	i	i	i	i	i	i	i	i	i	i
37) COc1ccc(S(N)(=O)=O)cc1N(C)S(=O)(=O)c1ccccc1
→ i	i	i	i	i	i	i	i	i	i	i
38) CCc1ccc(NC(=O)N2CCCCCC2)cc1
→ i	i	i	i	i	i	i	i	i	i	i
39) COc1ccc(N(CC(=O)NCCSCc2ccco2)S(=O)(=O)c2ccccc2)cc1Cl
→ i	i	i	i	i	i	i	i	i	i	i
40) O=C1OCC2=C1C(c1ccc(F)cc1)Sc1ccccc1N2 (stereo not given)
→ i	i	i	i	i	i	i	i	i	i	i
41) CCOC(=O)c1c(C)[nH]c(C)c1S(=O)(=O)NCCCc1ccco1
→ i	i	i	i	i	i	i	i	i	i	i
42) CCN1C(=O)/C(=C/N2CCc3ccccc3C2)SC1=S
→ i	i	i	i	i	i	i	i	i	i	i
43) COc1ccc(C(=O)N2CCCC(Nc3ccc(F)cc3)C2)cc1F (stereo not given)
→ i	i	i	i	i	i	i	i	i	i	i
44) Fc1ccc(C2CCCN2Cc2nc(Cc3ccccc3)no2)cc1 (stereo not given)
→ i	i	i	i	i	i	i	i	i	i	i
45) CCCn1cnc2scc(-c3ccc(OC)cc3)c2c1=O
→ i	i	i	i	i	i	i	i	i	i	i
46) CC(C)CCNC(=S)Nc1ccc(F)cc1
→ i	i	i	i	i	i	i	i	i	i	i
47) COc1ccc2oc(C(=O)OCC(=O)NCc3ccccc3OC)c(C)c2c1
→ i	i	i	i	i	i	i	-5.1*	i	i	i
48) Cc1ccc2[nH]nc(C(=O)N3CCCC(C(=O)c4ccc(Cl)cc4)C3)c2c1 (stereo not given)
→ i	i	i	i	i	i	i	i	i	i	i
49) O=C(NNC(=O)c1cnccn1)c1ccc(Cl)c(Cl)c1
→ i	i	i	i	i	i	i	i	i	i	i
50) CCn1cc(C2C(C(=O)Nc3ccc(Br)cn3)=C(C)NC3=C2C(=O)CCC3)c(C)n1 (stereo not given)
→ i	i	i	i	i	i	i	i	i	i	i
51) Cc1c(C(=O)NC2CCCCC2)oc2c1C(=O)CC(C)(C)C2
→ i	i	i	i	i	i	i	i	i	i	i
52) COC(=O)C1=C(C)NC(=O)C1(NC(=O)CN1CCCC1=O)C(F)(F)F (stereo not given)
→ i	i	i	i	i	i	i	i	i	i	i
53) Cc1c(C#N)c2ccccc2n1CCOc1ccccc1F
→ i	i	i	i	i	i	i	i	i	i	i
54) COc1cccc(NC(=O)N2CCCC2C(=O)NCc2ccccc2)c1 (stereo not given)
→ i	i	i	i	i	i	i	i	i	i	i
55) COc1ccc(NC(=O)C23CC4CC(C2)CC(n2cnc(Br)n2)(C4)C3)cc1Cl
→ i	i	i	i	i	i	i	i	i	i	i
56) Clc1ccc(-c2onc3c2CCCC3)cc1
→ i	i	i	i	i	i	i	i	i	i	i
57) COc1ccc(CN2C(=O)c3cccnc3C2=O)cc1S(=O)(=O)N1CCOc2ccc(C)cc21
→ i	i	i	i	i	i	i	i	i	i	i
58) CC1CCC/C(=N\NS(=O)(=O)c2ccccc2)C1 (stereo not given)
→ i	i	i	i	i	i	i	i	i	i	i
59) COc1ccc(N2CC(C(=O)OCC(=O)c3cccc(OC)c3)CC2=O)cc1 (stereo not given)
→ i	i	i	i	i	i	i	i	i	i	i
60) O=C(NCCO)/C(=C\c1cccc([N+](=O)[O-])c1)NC(=O)c1ccco1
→ i	i	i	i	i	i	i	i	i	i	i

Later entries
Values run as follows: TMEM16A act	TRPC4 agonist	RGS4 inh	TRPC6 act	ANO1 block	MrgX1 PAM	TRPC4 potent	MrgX1 antag	TRPC4 inh	MrgX1 ag	TRPC6 inh
61) CC(C)CC(=O)N1CCN(Cc2cccc(F)c2)CC1
→ i	i	i	i	i	i	i	i	i	i	i
62) OC(CN1CCN(Cc2ccccc2)CC1)c1ccc(Br)cc1 (stereo not given)
→ i	i	i	i	i	i	i	i	i	i	i
63) O=[N+]([O-])c1ccc(N2CCN(C(=S)Nc3ccc(F)cc3)CC2)cc1
→ i	i	i	i	i	i	i	i	i	i	i
64) Cc1ccccc1N1C(=O)CC1(C#N)c1ccc(OCc2ccccc2)cc1 (stereo not given)
→ i	i	i	i	i	i	i	i	i	i	i
